High-throughput results: PubChem, several laboratories
STAT3 act: activators of IL-6 induced STAT3 signaling. AID 871. activation (% of control), % at 5.6 µM. hit rate 0.91% among 190,000. U3A cells, IL-6 STAT3-luciferase reporter, luminescence; 100% = signal with IL-6 EC80 alone;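 active means activation above the screen-wide mean of compound activation plus 3 SD, cut at about 130% in these data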;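 further: 0% = background luminescence of wells with medium and substrate only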
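Material: STAT1-lacking human U3A cells, STAT3 luciferase reporter | Benchmarks: IL-6-only wells as 100% reference | Probe or stimulus: IL-6 (33 ng/mL) | Timing: Compound 1 h, then IL-6 6 h at 37 °C | Detection: Luminescence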
Hsp70 act: transcriptional activators of Hsp70. HeLa Hsp70 promoter luciferase reporter, luminescence; scaled: vehicle 0, proteasome-inhibitor control 100%. activation, % at 10 µM. hit rate 0.04% among 200,000. AID 1203;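 active means activation above the mean across all tested compounds plus 3 SD, cutoff set per campaign, cut at about 5.5% in these data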;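 further: 100% = MG132 at 30 µM as the positive control and 0% = DMSO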
STAT1 inh: reduces IFN-gamma driven STAT1 reporter signal; NIH 3T3 STAT1-luciferase reporter, luminescence; inhibition, % at 5.5 µM; hit rate 0.35% among 200,000; AID 920;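 active means inhibition above a set limit, the mean inhibition across all tested compounds plus 3 SD, cut at about 34% in these data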;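 further: 0% = IFN-gamma with DMSO and 100% = IFN-gamma with 300 µM nifuroxazide; values of inactives mirror those of a sister screen read the other way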
APP 5'UTR act: activates APP 5'UTR luciferase reporter | SH-SY5Y APP 5'UTR luciferase reporter, luminescence; zero percent = DMSO vehicle wells | activation, % at 2 µM | hit rate 1% among 190,000 | AID 1276;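 active means activation above a set limit, based on mean plus 3 SD of controls, cut at about 140% in these data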; further: values of inactives mirror those of a sister screen read the other way
STAT1 act: STAT1 signaling activation. NIH 3T3 STAT1-luciferase reporter, IFN-gamma, luminescence; 100% = IFN-gamma alone, no compound. activation (% of control), % at 5.5 µM. hit rate 2.6% among 200,000. AID 932;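 active means activation above the screen-wide mean activation plus 3 SD, cut at about 130% in these data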;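 further: raw ratio to IFN-gamma control signal so 100% means no change and 0% no light; values of inactives mirror those of a sister screen read the other way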
APP transl inh: APP translation inhibition. SH-SY5Y APP 5'UTR-luciferase reporter, luminescence. hit rate 0.82% among 190,000. inhibition, % at 2 µM;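 active means inhibition above a set limit, derived from the sample mean plus 3 SD, cut at about 45% in these data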; further: values of inactives mirror those of a sister screen read the other way
FLuc inhib CS: counter-screen for luciferase assay inhibitors: firefly luciferase inhibition; P08659; ATPLite firefly luciferase biochemical luminescence, 10 min; inhibition, % at 10 µM; hit rate 1.5% among 200,000;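 active means inhibition above about 50% when tested at 10 µM, limit read from the data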
Target sequence (P08659 whole entry, looked up): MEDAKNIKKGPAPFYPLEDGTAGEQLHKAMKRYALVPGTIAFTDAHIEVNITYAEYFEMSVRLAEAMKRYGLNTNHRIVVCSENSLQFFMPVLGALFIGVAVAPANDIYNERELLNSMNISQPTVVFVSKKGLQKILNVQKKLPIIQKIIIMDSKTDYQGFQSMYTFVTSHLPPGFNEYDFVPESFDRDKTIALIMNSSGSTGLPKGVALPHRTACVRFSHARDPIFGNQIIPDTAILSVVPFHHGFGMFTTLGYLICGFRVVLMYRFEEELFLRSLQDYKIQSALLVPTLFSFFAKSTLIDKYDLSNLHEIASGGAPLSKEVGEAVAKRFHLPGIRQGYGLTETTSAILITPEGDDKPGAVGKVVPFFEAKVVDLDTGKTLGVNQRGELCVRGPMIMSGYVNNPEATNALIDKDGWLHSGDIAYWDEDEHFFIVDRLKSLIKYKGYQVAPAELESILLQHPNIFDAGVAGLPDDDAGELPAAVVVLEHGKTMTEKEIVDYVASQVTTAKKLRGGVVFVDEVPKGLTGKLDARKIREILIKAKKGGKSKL
RAM network inh: yeast RAM network inhibition. S. cerevisiae dse1pr::URA3 reporter, 5-FOA growth OD615, 2 d; analog-sensitive cbk1-as2 kinase mutant strain. inhibition, % at 50 µM. hit rate 1.8% among 190,000;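 active means inhibition above a set limit, 3 SD over mean compound inhibition, cut at about 8.4% in these data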;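 further: 0% = DMSO-only wells with no growth and 100% = 10 µM 1-NA-PP1 full growth; inhibition rescues growth on 5-FOA so higher OD means more RAM inhibition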
NF-kB expr up: raises NF-kB expression in human neuronal cells; AID 1239; fold change at 12.5 µM; hit rate 1.6% among 190,000; NF-kB reporter expression; active compounds read high; in the data active means fold change above about 3.3
STAT3 inh: reduces IL-6 driven STAT3 reporter signal; U3A cells, IL-6 STAT3-luciferase reporter, luminescence; host cell line lacks STAT1; inhibition, % at 5.5 µM; hit rate 0.89% among 190,000; AID 862;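 active means inhibition above the mean inhibition across all screened compounds plus 3 SD, cut at about 44% in these data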;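 further: 0% = DMSO only wells and 100% = 100 µM nifuroxazide control wells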
* = called active by the depositor.

SMILES | STAT3 act | Hsp70 act | STAT1 inh | APP 5'UTR act | STAT1 act | APP transl inh | FLuc inhib CS | RAM network inh | NF-kB expr up | STAT3 inh
CCCCNC(=O)c1onc(CSc2ccccc2F)c1C(=O)O | 108 | -0.3 | -5 | -5 | 104 | 5 | -9 | -0.2 | 1.3 | -2
C=CCn1c(SCC(=O)NCC2CCCO2)nnc1-c1ccccc1 (stereo not drawn) | 77 | -0.1 | 2 | 13 | 98 | -13 | -4 | 2.7 | 1.2 | 33
Cc1ccc(C)c(N2CCN(S(=O)(=O)c3ccc4c(c3)CCC(=O)N4)CC2)c1 | 98 | -0.5 | 2 | 1 | 98 | -2 | -2 | 1.6 | 0.94 | 10
CCN(CC)CC(=O)Nc1ccc(-c2ccc(NC(=O)CN(CC)CC)c(OC)c2)cc1OC | 107 | 0.1 | -5 | 6 | 103 | -6 | -7 | 3.1 | 1 | 0
COCCn1c(=NC(=O)c2ccc3c(c2)OCCO3)sc2cc(S(N)(=O)=O)ccc21 | 95 | -0.2 | 18 | -4 | 84 | 4 | 0 | 2.4 | 0.81 | 12
CN1CCN(C(=S)NC(=O)/C=C/c2ccccc2)CC1 | 105 | 0.0 | -4 | 2 | 103 | -2 | -9 | 0.3 | 1.1 | 0
CCNc1ccc(C(=O)OCC)cc1NC(=O)c1cc(S(=O)(=O)N2CCOCC2)ccc1C | 104 | -0.5 | 5 | 4 | 99 | -4 | -6 | 2.3 | 1 | -4
N#C/C(=C\c1ccc(-c2ccccc2[N+](=O)[O-])o1)C(=O)Nc1nc(-c2cccs2)cs1 | 96 | -0.1 | 0 | 0 | 100 | 0 | -9 | 4.1 | 0.98 | 0
Nc1nc(N2CCN(c3ccccc3)CC2)n[nH]1 | 95 | -0.2 | 2 | 3 | 96 | -3 | 1 | 0.4 | 1.2 | 16
COc1cccc(NC(=S)NCCC(c2ccccc2)c2ccccc2)c1 | 92 | 0.0 | 4 | 3 | 97 | -3 | -2 | 12* | 1 | 15
CCCCSC1=C(C#N)C(c2ccccc2C)CC(=O)N1 (stereo not drawn) | 98 | -0.2 | 6 | -18 | 94 | 18 | -5 | 0.0 | 0.93 | 11
CCCOc1ccccc1NC(=O)CC1Nc2ccccc2NC1=O (stereo not drawn) | 92 | -0.3 | 8 | 13 | 92 | -13 | -6 | 3.2 | 1.1 | 13
Cc1cc(N2CCN(C)CC2)nc2ccc(NC(=O)c3ccc4c(c3)OCO4)cc12 | 106 | -0.1 | -14 | 59 | 114 | -59 | 16 | -1.1 | 0.73 | 0
CCN(CC)C1=CC(=O)OC12CCCCC2 | 98 | -0.2 | 0 | 7 | 100 | -7 | 3 | -0.3 | 1 | 6
O=C(c1sc2cccc(F)c2c1Cl)N1CCN(c2ncccn2)CC1 | 99 | -0.3 | -4 | 23 | 104 | -23 | -6 | 3.1 | 0.92 | 4
CC1(C)SC(=Nc2ccccc2)N(S(=O)(=O)c2ccccc2)C1=O | 100 | -0.1 | 10 | 21 | 91 | -21 | -9 | 2.3 | 1.2 | 9
C[N+]1(CC(=O)OCCCc2ccccc2)CCCCC1 | 100 | -0.4 | 7 | 10 | 92 | -10 | -6 | 1.0 | 0.98 | 1
Cc1ccc2nc(-c3ccccn3)cc(C(=O)NC3CCN(C)CC3)c2c1 | 91 | -0.2 | 2 | 8 | 105 | -8 | -9 | 1.3 | 1.3 | 13
CCn1nnnc1SCC(=O)Nc1cc(OC)cc(OC)c1 | 104 | -0.2 | -8 | 5 | 107 | -5 | -2 | 0.6 | 1.1 | -1
COc1ccc(NC(=O)CN(C)CC(=O)Nc2cccc(C(F)(F)F)c2)cc1 | 107 | -0.3 | -10 | 18 | 107 | -18 | 0 | 1.6 | 1.1 | -7
COc1ccc(-n2nnnc2SCC(=O)NCc2ccco2)cc1OC | 102 | -0.4 | 3 | 3 | 97 | -2 | -5 | 1.5 | 1.4 | 3
CCCC(C(=O)OCC)P(=O)(c1ccccc1)c1ccccc1 (stereo not drawn) | 104 | -0.3 | -3 | -10 | 103 | 10 | -3 | 0.4 | 0.94 | 1
O=C(OCc1ccc(Br)cc1)c1cccc(-c2nnc(-c3ccccc3)o2)c1 | 109 | -0.2 | -14 | 39 | 112 | -39 | -3 | 12* | 1.7 | -13
COC(=O)Nc1nnc(Cc2ccccc2)s1 | 96 | -0.5 | -2 | -10 | 102 | 10 | -4 | -0.3 | 1.1 | 10
O=C(Cc1ccccc1[N+](=O)[O-])NCc1ccco1 | 119 | 0.1 | 4 | 11 | 94 | -11 | -3 | -0.9 | 1.1 | -15
Cc1ccc(C2=NC3(CCCC3)NC2=S)cc1 | 100 | -0.1 | -20 | 11 | 117 | -11 | 6 | 2.4 | 1.5 | 5
CCn1ncc(-c2ccnc3cc(C(=O)O)nn23)c1C | 108 | -0.2 | -1 | 13 | 101 | -13 | -5 | 1.2 | 1.1 | -10
O=C(CCS(=O)(=O)Cc1ccccc1)N1CCN(Cc2ccccc2)CC1 | 95 | -0.6 | 4 | 36 | 96 | -36 | -2 | 2.4 | 1.1 | 8
COc1c(C)cc(Br)cc1C(=O)Nc1cccc(-c2nc3ncccc3o2)c1 | 80 | -0.4 | 3 | 5 | 97 | -5 | -2 | 2.9 | 0.56 | 29
O=C(c1sc(N2CCOCC2)nc1-c1ccccc1)N1CCCCC1 | 95 | -0.3 | 2 | -23 | 98 | 23 | 1 | 1.0 | 1 | 9
CC1(C)CC(N(Cc2ccco2)C(=O)Cc2ccccc2)CCO1 (stereo not drawn) | 99 | 0.1 | 11 | 1 | 90 | -1 | -8 | -2.0 | 1.1 | 4
COc1ccccc1NC(=O)CCS(=O)(=O)c1ccccc1 | 107 | -0.2 | -2 | -14 | 100 | 14 | -3 | -0.2 | 1.3 | -4
CC(C)OC(=O)C(CC(=O)O)NCc1ccccc1 (stereo not drawn) | 101 | 0.1 | -1 | 18 | 101 | -18 | -6 | 1.1 | 1.3 | 4
Cn1cc(CN2CCCC(CO)(Cc3ccccc3)C2)c2ccccc21 (stereo not drawn) | 101 | -0.2 | 9 | 0 | 91 | 0 | -8 | 0.1 | 0.75 | 4
Cc1ccc(-n2nc3ccc(NC(=O)C(C)C)cc3n2)cc1 | 85 | -0.2 | -40 | 194* | 135* | -194 | 28 | 4.6 | 3.2 | 22
Cc1nn(C)cc1/C=C/C(=O)c1cccs1 | 119 | 0.4 | -14 | 126 | 116 | -126 | 63* | -1.1 | 6.3* | -18
CCCCN1C(=O)/C(=C/C=C2\N(C)c3ccccc3C2(C)C)SC1=S | 106 | -0.2 | 0 | -4 | 100 | 4 | 3 | 6.6 | 1.1 | 1
CCCCC(CC)CNC(=O)CN(C)S(=O)(=O)c1cccc2nsnc12 (stereo not drawn) | 100 | -0.1 | -1 | 13 | 101 | -13 | -3 | 6.7 | 1.2 | 5
CCN(CC)C(=O)c1ccccc1NS(C)(=O)=O | 107 | -0.2 | -2 | -14 | 101 | 14 | 1 | 2.0 | 1.1 | -3
O=C(NCc1ccccc1Cl)c1ccc2c(c1)SC1=NS(=O)(=O)CCN12 | 83 | -0.2 | -2 | 19 | 99 | -19 | 3 | 4.8 | 1.1 | 25
COc1ccccc1NS(=O)(=O)c1cc(C)ccc1C | 102 | -0.2 | 0 | 14 | 102 | -14 | -7 | 0.5 | 0.76 | -3
COC(=O)CSc1cc(C)nc2ccc(OC)cc12 | 92 | -0.1 | 2 | -12 | 98 | 12 | -2 | 0.1 | 1.2 | 12
COc1cc(CNCCN2CCOCC2)ccc1OCC(=O)NC(C)(C)C | 101 | -0.3 | -11 | 7 | 107 | -7 | -3 | 0.0 | 1.1 | 0
COc1ccccc1/C=C(/CC(=O)NCc1ccccc1)c1nc2ccccc2s1 | 116 | -0.3 | 11 | -10 | 90 | 10 | -8 | 5.2 | 0.85 | -19
Cc1occc1-c1nnc(SCc2nc3ccccc3c(=O)n2CC#N)n1C | 97 | -0.2 | 0 | 10 | 99 | -10 | -5 | 0.6 | 1 | 10
CCCC(C)NC(=O)Cc1ccc(Br)cc1 (stereo not drawn) | 106 | -0.2 | -8 | 18 | 107 | -18 | -10 | 0.1 | 1 | -4
CC1(C)Nc2ccc(O)cc2-c2c1ssc2=S | 98 | 0.1 | 4 | 3 | 96 | -3 | -6 | 1.9 | 1.8 | 5
COc1ccccc1-n1c(-c2cccnc2)n[nH]c1=S | 102 | 0.6 | 1 | 13 | 99 | -13 | -2 | -0.1 | 1.1 | 2
COc1ccc(S(=O)(=O)N(C)C)cc1NCC(=O)Nc1ccc(Br)cc1F | 99 | -0.1 | 5 | -15 | 95 | 15 | -6 | 1.2 | 2.7 | -1
O=C(CNc1ccccc1)N/N=C/c1cc([N+](=O)[O-])ccc1N1CCCC1 | 109 | -0.2 | 3 | -8 | 103 | 8 | 0 | 2.7 | 1.2 | 0

The listing continues:
SMILES | STAT3 act | Hsp70 act | STAT1 inh | APP 5'UTR act | STAT1 act | APP transl inh | FLuc inhib CS | RAM network inh | NF-kB expr up | STAT3 inh
O=C(COC(=O)CC(c1ccccc1)c1ccccc1)NCc1ccc(Cl)cc1 | 98 | -0.5 | -6 | 11 | 106 | -11 | 5 | 13* | 0.96 | 2
O=S(=O)(Nc1ccccn1)c1ccc(Cl)cc1 | 108 | -0.3 | 2 | -2 | 97 | 2 | -4 | -0.6 | 1 | -2
C=CCN1C(=O)OC2(CCCCC2)C1(C)O (stereo not drawn) | 99 | 0.3 | -16 | 6 | 114 | -6 | -3 | -0.7 | 1.5 | 4
CC(C)Sc1nc(C(F)(F)F)cc(=O)n1-c1ccccc1 | 123 | -0.3 | 2 | 0 | 98 | 0 | 1 | -0.7 | 0.93 | -16
O=C(O)c1ccccc1Nc1ccc(OC(F)F)cc1 | 104 | 0.5 | -9 | -6 | 108 | 6 | 0 | 1.4 | 2.4 | 4
C=CCNC(=O)c1cccn1-c1ccsc1C(=O)OC | 99 | -0.1 | 10 | -2 | 91 | 2 | -2 | 3.7 | 1.1 | 2
O=C(Cn1c(O)c(/C=C2\C=Nc3ccccc32)sc1=O)N1CCOCC1 | 134* | -0.2 | -6 | 17 | 103 | -16 | 2 | 3.7 | 0.95 | -36
C/C(=N\Nc1nc(N2CCOCC2)nc(N2CCOCC2)n1)c1cccs1 | 102 | 0.0 | -1 | -3 | 101 | 3 | -2 | 2.9 | 0.72 | 3
CN1CCN(CCC(=O)N2c3ccccc3Sc3ccc(Cl)cc32)CC1 | 96 | -0.1 | -2 | 23 | 102 | -23 | -3 | 2.9 | 1.2 | 9
COc1cc(C)c(S(=O)(=O)N2CCN(C)CC2)cc1C | 99 | -0.2 | 1 | 28 | 99 | -28 | -1 | 2.9 | 1.2 | 3
CC(C)[C@H](NC(=O)c1ccccc1Cl)C(=O)Nc1nc(-c2ccccn2)cs1 | 105 | 0.4 | 9 | -3 | 90 | 3 | -3 | 0.8 | 1.1 | 2
O=C(Nc1nc2c(s1)COc1ccccc1-2)c1cccs1 | 139* | -0.2 | -30 | 21 | 127 | -21 | 6 | 1.4 | 1.2 | -42
